# Compound activity deposited in PubChem by National Center for Advancing Translational Sciences (NCATS).
# POLB inh = blocks human DNA polymerase beta activity; Pol beta primer extension/strand displacement, fluorescence kinetic; Potency, µM (top dose mostly 114 µM), for the others: top-dose activity change, negative = inhibition, hits mostly inhibitors; actives 1.3% (n = 340,000); AID 485314; note: potency is the fitted concentration of half-maximal effect; % is set by controls: 0 for no effect and ±100 for the full control effect
#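 Curves were derived by four-parameter Hill fits of normalized qHTS data. The kinetic fluorescent primer-extension read was taken at 0 and 10 min after 50 nM substrate, following a 15 min room-temperature preincubation of 10 nM enzyme with compounds.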
# Anesthetic bind = binds horse apoferritin like a general anesthetic; apoferritin/1-aminoanthracene competitive binding, fluorescence; Potency, µM (series often up to 77.5 µM), for the others: at the top dose activity change, negative = displacement, hits mostly inhibitors; actives 0.074% (n = 350,000); AID 485281; note: potency is the fitted concentration of half-maximal effect; % is set by controls: 0 for no effect and ±100 for the full control effect; nearly all actives have a fitted effect of over 20% in size
#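 In PBS, apoferritin at 10 uM is loaded with 1-AMA from a 50% saturated solution. After 10 min of compound exposure at ambient temperature, reduced 535 nm fluorescence indicates probe displacement.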
# POLI inh = DNA polymerase iota (human) inhibition. AID 588590. Potency, µM (doses to about 115 µM), without a hit: top-dose activity, negative = inhibition, most hits filed as inhibitors. Pol iota fluorescent replication assay, 10 min. Q9UNA4. actives 1% (n = 390,000); note: potency is the fitted concentration of half-maximal effect
#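 Fluorescent replication assay read twice, at 0 min and 10 min after adding 50 nM (final) substrate. Enzyme (10 nM) and compounds were first incubated 15 min at room temperature; enzyme-free buffer wells were negative controls.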
# POLK inh = DNA polymerase kappa (human) inhibition. actives 0.53% (n = 400,000). Q9UBT6. Potency, µM (top dose mostly 107 µM), for the others: at the top dose activity, negative = inhibition, hits mostly inhibitors. AID 588579. purified Pol kappa, fluorescent DNA synthesis assay, 10 min; note: potency is the fitted concentration of half-maximal effect; % is set by controls: 0 for no effect and ±100 for the full control effect
#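 Enzyme at 10 nM met test compounds for 15 min at room temperature. Substrate addition (50 nM final) began the reaction, which was monitored by fluorescence at 0 and 10 min.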
# ERG-DNA inh = blocks human ERG Ets domain binding to DNA. P11308. fluorescence polarization, His-ERG Ets domain / labelled DNA. Potency, µM (doses to about 76.9 µM), for the others: at the highest dose FP activity, negative = inhibition, actives largely listed as inhibitors. actives 0.028% (n = 370,000). AID 624246; active = well fitted inhibition curve with a large enough effect in the polarisation, with a control signal flat; inconclusive = small, poorly fitted or top-dose-only effect, or effect the other way, or a change in a side signal; inactive = no such curve, though single readings can be large or run the other way; the % refers to the polarisation;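 note: polarization taken with two DNA probes labelled with fluorescein and Texas red; potency is the fitted concentration of half-maximal effect; % of control where 0% means no effect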
#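 His-tagged ERG Ets domain (1 uM in the protein solution; 300mM KCl, 50mM Tris-HCl, 1mM EDTA, 1mM DTT, pH 7.5) received compound, then a probe mix of 5 nM fluorescein-DNA and 100nM Texas-615-DNA. Fluorescence polarization was read for both dyes.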
# APE1 inh = blocks human APE1 abasic DNA cleavage; P27695; recombinant APE1, TAMRA/BHQ-2 abasic DNA cleavage fluorescence; Potency, µM (top dose mostly 65.8 µM), for inactives: top-dose activity change, negative = inhibition, most hits filed as inhibitors; actives 0.35% (n = 350,000);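 note: potency is the fitted concentration of half-maximal effect; plate controls were vehicle for no effect and reference inhibitor for full effect; nearly all actives have a fitted effect of over 55% in size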
#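 Readout is kinetic fluorescence (ex 525, em 598 nm) from cleavage of 50 nM TAMRA/BHQ-2 THF abasic duplex by 0.75 nM APE1, compound added 15 min beforehand at RT.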
# BLM helicase inh = blocks DNA unwinding by human BLM helicase; actives 0.2% (n = 350,000); AID 2528; recombinant BLM DNA unwinding, fluorescence dequenching; Potency, µM (titrated, usually from 56.1 µM), without a hit: at the highest dose activity change, negative = inhibition, most hits filed as inhibitors; P54132;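 note: potency is the fitted concentration of half-maximal effect; plate controls were vehicle for no effect and no enzyme for full effect; nearly all actives have a fitted effect of over 35% in size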
# Target sequence (P54132 whole entry, looked up): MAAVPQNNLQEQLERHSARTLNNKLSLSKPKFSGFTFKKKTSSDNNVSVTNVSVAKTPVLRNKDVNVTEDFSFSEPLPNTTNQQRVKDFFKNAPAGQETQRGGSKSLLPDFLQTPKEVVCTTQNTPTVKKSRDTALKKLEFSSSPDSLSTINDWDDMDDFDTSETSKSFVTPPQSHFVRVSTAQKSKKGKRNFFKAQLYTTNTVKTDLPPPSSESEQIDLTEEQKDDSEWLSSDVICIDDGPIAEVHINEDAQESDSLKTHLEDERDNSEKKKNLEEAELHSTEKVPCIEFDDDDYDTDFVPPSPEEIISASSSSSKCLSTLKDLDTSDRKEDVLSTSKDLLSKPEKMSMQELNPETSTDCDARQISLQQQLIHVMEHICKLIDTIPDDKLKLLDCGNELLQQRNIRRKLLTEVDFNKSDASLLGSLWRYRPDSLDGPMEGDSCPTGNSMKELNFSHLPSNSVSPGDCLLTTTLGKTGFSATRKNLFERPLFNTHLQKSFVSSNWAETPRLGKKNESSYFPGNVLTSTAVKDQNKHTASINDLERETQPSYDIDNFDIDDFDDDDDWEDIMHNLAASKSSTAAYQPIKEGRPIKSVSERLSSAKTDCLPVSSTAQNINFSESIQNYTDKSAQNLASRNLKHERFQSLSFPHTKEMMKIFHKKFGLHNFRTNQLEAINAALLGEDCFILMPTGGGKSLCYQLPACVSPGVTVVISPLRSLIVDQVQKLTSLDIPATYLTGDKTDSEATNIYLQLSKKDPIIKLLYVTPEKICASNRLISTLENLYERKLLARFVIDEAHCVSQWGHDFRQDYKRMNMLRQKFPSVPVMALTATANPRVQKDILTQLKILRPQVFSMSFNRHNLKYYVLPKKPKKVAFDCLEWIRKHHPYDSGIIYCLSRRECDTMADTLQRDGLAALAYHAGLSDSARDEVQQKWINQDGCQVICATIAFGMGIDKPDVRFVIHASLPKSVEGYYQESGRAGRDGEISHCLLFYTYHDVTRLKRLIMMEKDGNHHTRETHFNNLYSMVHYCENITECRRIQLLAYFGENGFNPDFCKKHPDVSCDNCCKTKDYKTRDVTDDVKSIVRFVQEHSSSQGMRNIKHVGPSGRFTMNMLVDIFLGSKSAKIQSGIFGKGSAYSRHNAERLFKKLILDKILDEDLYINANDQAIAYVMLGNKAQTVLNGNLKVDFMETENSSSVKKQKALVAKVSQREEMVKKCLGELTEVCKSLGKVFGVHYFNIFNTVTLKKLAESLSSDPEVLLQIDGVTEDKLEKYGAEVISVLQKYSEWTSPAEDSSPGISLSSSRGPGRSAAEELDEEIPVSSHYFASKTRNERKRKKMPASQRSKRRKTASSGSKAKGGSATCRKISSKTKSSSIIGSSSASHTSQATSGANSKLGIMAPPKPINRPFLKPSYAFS
# 12-LOX inh = ALOX12 (human) lipoxygenase inhibition; actives 1.1% (n = 580,000); Potency, µM (series often up to 108 µM), for inactives: at the top dose activity change, negative = inhibition, hits mostly inhibitors; purified 12hLO, xylenol orange hydroperoxide absorbance; AID 1671190; P18054; note: potency is the fitted concentration of half-maximal effect; % is set by controls: 0 for no effect and ±100 for the full control effect
#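 Hydroperoxide product was detected by ferrous iron/xylenol orange as the 573 to 405 nm absorbance ratio. Arachidonic acid at 40 uM (final) was turned over for 30 min at room temperature by 150 nM human 12hLO, pH 7.0 Hepes buffer, after 15 min compound preincubation.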
# TRHR ag = agonists of human TRH receptor; P34981; activation, % at 2 µM; TRHR cells, calcium flux fluo-8, FDSS agonist mode; actives 0.18% (n = 360,000); AID 493084; in the data active = activation above about 30%; note: 0% is about no effect
#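 In this calcium-flux screen, cells bearing human TRHR are dye-loaded with fluo-8, baselined for 10 cycles, then exposed to library compounds; positive kinetic calcium responses during the agonist phase mark hits, with TRH as control.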
# Numbers without * were called inactive; ? = inconclusive; . = not tested or not shown; [ ] = remark or other dose. Unless noted, calls come from the whole dose curve; as a rule, active = well fitted curve in the direction sought with a large enough effect; inconclusive = small, poorly fitted or top-dose-only effect, or another doubt; inactive = no such curve, though single readings can be large; an effect the other way counts as inactive or inconclusive. A portion of the library; the hit share may differ from the screen's.
1: C[C@@H](CO)[C@H](/C=C/c1ccccc1)CCO[Si](c1ccccc1)(c1ccccc1)C(C)(C)C
2: O=C(NC1CCCCC1)Oc1ccccc1
3: CCN(CC(=O)Nc1sc2c(c1C#N)CCC(C)C2)Cc1nc2ccccc2c(=O)[nH]1 (stereo not drawn)
4: Cc1nc(Cl)sc1C(=O)Nc1ccc(F)cc1
5: Cc1cc(Cl)ccc1NC(=S)NCCCO
6: Cc1nn(CC(=O)O)c2ccccc12
7: CCN1CCN(C(=O)c2ccc3c(c2)N(Cc2cc(C)ccc2C)C(=O)c2ccccc2S3=O)CC1 (stereo not drawn)
8: CCOCC(=O)Nc1nc(C)cc(C)n1
Assay by compound	1	2	3	4	5	6	7	8
POLB inh	.	-1%	0%	.	26%	14%	37%	43%
POLI inh	-15%	166%[activator]	42%[activator]	27%	-8%	-23%	0%	?
12-LOX inh	.	0%	?	-6%	-25%	-14%	-5%	-10%
POLK inh	1%	0%	-10%	-7%	-7%	-2%	1%	?
TRHR ag	.	0.2	0.4	.	-0.1	0.6	0.4	0.3
Anesthetic bind	?	?	-23%	.	-6%	-1%	-9%	-1%
APE1 inh	4%	0%	-1%	.	-7%	9%	.	17%
BLM helicase inh	-18%	0%	-5%	.	1%	1%	-6%	3%
ERG-DNA inh	.	7%	5%	-1%	-1%	.	0%	-1%

9: O=[N+]([O-])c1ccc(C2=NCCO2)cc1
10: Cc1cccc(C(=O)NC(=S)N2CCN(C)CC2)c1
11: Cc1ccccc1OCC(=O)Nc1ccncc1
12: Oc1ccccc1N1CCN(C(=S)Nc2ccc(SC(F)F)cc2)CC1
13: Cc1ccc(OCC(=O)n2nc(C)cc2C)c(C)c1
14: CN(CCc1ccccc1)C(=O)c1cccc(NC(=O)Cc2cccc(NC(=O)C3CCN(C(=O)c4ccccc4)CC3)c2)c1
15: COc1ccc(C2/C=C\CN(CC(C)C)C(C)C(=O)N2Cc2ccc(F)cc2)cc1 (stereo not drawn)
16: COc1ccc(C(=O)Nc2ccc(Cl)cc2C(=O)N2CCCC(C)C2)cc1OC (stereo not drawn)
Assay by compound	9	10	11	12	13	14	15	16
POLB inh	0%	?	-11%	2%	-9%	.	.	33%
POLI inh	-16%	27%	171%[activator]	-10%	8%	-4%	8%	29%
12-LOX inh	1%	?	0%	-6%	42%[activator]	5%	.	-5%
POLK inh	0%	0%	-10%	-11%	-8%	13%	-7%	-1%
TRHR ag	-1.4	.	-1.4	2.5	-0.1	.	.	-0.5
Anesthetic bind	5%	-5%	-9%	-11%	?	.	4%	0%
APE1 inh	2%	1%	29%	-4%	-2%	.	-8%	1%
BLM helicase inh	-3%	2%	-7%	-1%	-1%	.	-9%	0%
ERG-DNA inh	-5%	-1%	-5%	6%	-8%	-6%	.	20%

17: COC(=O)c1ccc(NC(=O)CCc2c(C)nn(-c3ccc(N4CCCC4)nn3)c2C)cc1
18: COc1ccc(NC(=O)c2ccco2)c([N+](=O)[O-])c1
19: CC1(c2ccccc2)NC(=O)N(CC(=O)Nc2cc(C(F)(F)F)ccc2N2CCCCC2)C1=O (stereo not drawn)
20: Cc1cc(C)n2nc(-c3cnn(C)c3C(F)(F)F)c(Cl)c2n1
21: Cc1cc(NCc2ccco2)nc(N2CCC(C(=O)NC3CCCCC3)CC2)n1
22: CCCc1ccc2oc(C(=O)N(C)Cc3nccs3)c(C)c2c1
23: CC(C)(C)NC(=O)Cn1c(=O)oc2cc(S(=O)(=O)N3CCc4ccccc43)ccc21
24: Cc1ccc(-c2nc(CN(C)Cc3ccc4nccnc4c3)c(C)o2)s1
Assay by compound	17	18	19	20	21	22	23	24
POLB inh	22%	42%	.	0%	30%	-10%	19%	-1%
POLI inh	3%	-3%	4%	23%	51%[activator]	20%	-14%	-6%
12-LOX inh	-2%	-10%	-14%	0%	-1%	307%[activator]	-19%	-9%
POLK inh	5%	-12%	-16%	-12%	6%	1%	-5%	-5%
TRHR ag	-0.1	-0.1	.	0.3	0.2	-0.2	-0.7	-0.2
Anesthetic bind	-8%	6%	.	-8%	-8%	?	?	-10%
APE1 inh	.	4%	.	2%	-3%	26%	-3%	-5%
BLM helicase inh	-1%	-1%	.	2%	-3%	-7%	-3%	-1%
ERG-DNA inh	0%	10%	-11%	2%	-21%	-13%	-8%	-11%

25: N#Cc1ccccc1NC(=O)COC(=O)CSc1nc2ccccc2o1
26: Cn1c(SCc2ccc(Br)cc2)nc2c(c1=O)SCC2
27: O=C(CNC(=O)c1ccccc1F)Nc1ccc2c(c1)CCC2
28: COc1cccc(N(C(=O)c2snc(C(N)=O)c2N)C(C(=O)NCC2CCCO2)c2ccc3ncccc3c2)c1 (stereo not drawn)
29: C=CCn1c(=O)[nH]c2nc3cc(N=CN(C)C)c(C)cc3nc2c1=O
30: Cc1ccc(S(=O)(=O)/N=C2/C=C(C3C(=O)CC(C)(C)CC3=O)C(=O)c3ccccc32)cc1
31: O=C(CSc1nnc(-c2ccncc2)n1Cc1ccco1)c1ccc(Cl)cc1
32: CSC1=NCCN1C(=O)c1c(-c2ccccc2Cl)noc1C
Assay by compound	25	26	27	28	29	30	31	32
POLB inh	-5%	?	.	0%	8%	?	-7%	14%
POLI inh	-8%	95%[activator]	-18%	5%	39%	?	?	12%
12-LOX inh	4%	-21%	5%	-11%	?	45µM*	275%[activator]	0%
POLK inh	-5%	0%	-9%	-3%	0%	-25%	-33%	0%
TRHR ag	0.0	-0.5	0.0	0.0	43*	-0.1	0.3	3.5
Anesthetic bind	-2%	-2%	.	6%	70%[activator]	-20%	4%	1%
APE1 inh	6%	-10%	-10%	7%	-1%	-5%	-1%	-6%
BLM helicase inh	-5%	-14%	.	-6%	-7%	-14%	-5%	-3%
ERG-DNA inh	-5%	4%	.	-10%	4%	4%	-6%	3%

33: CCN1CCN(c2nc(N)c([N+](=O)[O-])c(Nc3ccc(C)c(C)c3)n2)CC1
34: CN1CCN(c2nc3ccccc3nc2C(C#N)C(=O)OC2CCCCC2)CC1 (stereo not drawn)
35: COCCNC(=O)Cn1cc2c(n1)CCC(C)C2 (stereo not drawn)
36: COc1ccc(Br)cc1CNC(=O)C1CCN(S(=O)(=O)N2CCCCC2)CC1
37: O=C(CCc1ccccc1)NC(=S)Nc1ccccc1[N+](=O)[O-]
38: Cc1cc(NC(=O)C(C)SCC(=O)Nc2cc(Cl)ccc2N2CCN(C)CC2)no1 (stereo not drawn)
39: Cc1ccc(OCCCCN2CCCC(C)C2)c([N+](=O)[O-])c1 (stereo not drawn)
40: O=C(CSc1nc2ccccc2o1)N/N=C/c1ccco1
Assay by compound	33	34	35	36	37	38	39	40
POLB inh	-1%	6%	1%	-6%	35%	.	5%	16%
POLI inh	65%[activator]	8%	6%	4%	13%	21%	40%[activator]	7%
12-LOX inh	1%	?	463%[activator]	0%	-18%	19%	-24%	-7%
POLK inh	-4%	-5%	3%	-4%	-4%	-4%	2%	6%
TRHR ag	0.6	-1.6	0.4	0.8	0.2	0.2	0.8	0.1
Anesthetic bind	-4%	-17%	-1%	-15%	?	.	-13%	?
APE1 inh	?	4%	3%	-5%	-12%	21%	4%	-2%
BLM helicase inh	26%	0%	2%	-9%	-13%	.	1%	-1%
ERG-DNA inh	-3%	-9%	-4%	.	-17%	3%	-4%	7%

# One compound at a time, as listed above. Order of screens: POLB inh, POLI inh, 12-LOX inh, POLK inh, TRHR ag, Anesthetic bind, APE1 inh, BLM helicase inh, ERG-DNA inh
# COCCNC(=O)Cn1cc2c(n1)CCC(C)C2 (stereo not drawn) is entered as 1%, 6%, 463%[activator], 3%, 0.4, -1%, 3%, 2%, -4%
# O=C(CCc1ccccc1)NC(=S)Nc1ccccc1[N+](=O)[O-] is entered as 35%, 13%, -18%, -4%, 0.2, ?, -12%, -13%, -17%
# O=C(CSc1nc2ccccc2o1)N/N=C/c1ccco1 is entered as 16%, 7%, -7%, 6%, 0.1, ?, -2%, -1%, 7%

# Next section:
41: Cn1c(-c2ccc(F)cc2)cnc1SCC(=O)N1CCCCC1
42: COC(=O)c1cc(Br)c(N)cc1OC
43: CCOC(=O)CSC1=N/C(=C\c2cccnc2)C(=O)N1c1ccc(OC)cc1
44: COc1ccc(/C=N/Nc2cc(C)nc(NS(=O)(=O)c3ccc(C)cc3)n2)cc1
45: O=C(NCC1CCCO1)c1ccc(COc2ccccc2Br)cc1 (stereo not drawn)
46: CC(Sc1cnccn1)C(=O)O (stereo not drawn)
47: CC(C)(C)NC(=O)NC(=O)CSc1nnc2ccccn12
48: COc1cccc(Nc2ncc3nc(-c4ccc(Cl)cc4)c(=O)n(C4CC4)c3n2)c1
49: Cc1cc(C)cc(NS(=O)(=O)c2ccc(-c3cnc(C4CC4)o3)cc2)c1
Assay by compound	41	42	43	44	45	46	47	48	49
POLB inh	33%	-1%	-17%	-3%	-8%	15%	20%	.	2%
POLI inh	-3%	2%	-5%	-8%	152%[activator]	11%	-2%	.	17%
12-LOX inh	0%	-6%	-16%	-21%	-1%	-7%	0%	?	-16%
POLK inh	10%	-10%	-11%	0%	-1%	6%	9%	-4%[60.1 µM]	0%
TRHR ag	0.2	-0.3	1.6	-1.5	0.1	0.8	0.1	.	0.4
Anesthetic bind	-13%	-4%	-1%	-15%	?	-2%	-7%	.	0%
APE1 inh	13%	6%	-3%	1%	0%	15%	0%	-2%	58%[activator]
BLM helicase inh	1%	0%	-3%	-9%	2%	-12%	-2%	2%	-13%
ERG-DNA inh	-5%	-3%	.	13%	15%	28%	-10%	.	11%
